Assay outcomes (PubChem BioAssay)
ssDAF-12 act: S. stercoralis DAF-12 nuclear receptor activators, primary screen, cell-based, luminescence, HEK293, GRIP1 co-expression, lit1-tk-luc; HEK293 ssDAF-12/GRIP1 lit1-tk-luc reporter; % of 3 µM dafachronic acid response; actives 1% (n = 370,000); Nuclear hormone receptor DAF-12 (Strongyloides stercoralis); activation, % at 6.8 µM;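 active means activation above the mean over all tested compounds plus 3 SD, cut at about 0.9% in these data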;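 further: 0% = DMSO-only wells and 100% = 3 µM delta7-dafachronic acid wells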
DAX1 inh-1: DAX1 (NR0B1) inhibitors on StAR promoter, primary screen, cell-based, luminescence, SF-1 (NR5A1), full-length DAX-1; inhibition, % at 6.8 µM; AID 652010, 2013; HEK293T StAR-luciferase reporter, SF-1/DAX-1 repression relief; actives 1.1% (n = 370,000);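 active means inhibition above the mean over all tested compounds plus 3 SD, cut at about 3.6% in these data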;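 further: 0% = DAX-1 cells with DMSO and 100% = cells lacking DAX-1 with DMSO; higher inhibition means more luminescence from relief of DAX-1 repression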
Rev-erbA mod: modulators of Rev-erb alpha DNA binding, primary screen, biochemical, FITC-DNA, fluorescence polarization, uHTS | Nuclear receptor subfamily 1 group D member 1 (Homo sapiens), P20393 | Rev-erbα–FITC-DNA binding, 90 min | activity, % at 10 µM | actives 0.79% (n = 370,000) | AID 1259318, 2017;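 active means activity above about 14%, limit read from the data; passing the limit was not always enough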;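 further: 0% = DMSO wells with 35 nM protein and 100% = DMSO wells with 750 nM protein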
MBD2 inh: inhibitors of MBD2 binding to methylated DNA, primary screen, biochemical, TR-FRET, DNA-binding domain, human; actives 0.31% (n = 370,000); MBD2 binding to methylated oligonucleotide; inhibition, % at 4.4 µM; AID 686964, 2013; in the data active means inhibition above about 13%
Target sequence (Q9UBB5 whole entry, looked up, the tested form may be a part): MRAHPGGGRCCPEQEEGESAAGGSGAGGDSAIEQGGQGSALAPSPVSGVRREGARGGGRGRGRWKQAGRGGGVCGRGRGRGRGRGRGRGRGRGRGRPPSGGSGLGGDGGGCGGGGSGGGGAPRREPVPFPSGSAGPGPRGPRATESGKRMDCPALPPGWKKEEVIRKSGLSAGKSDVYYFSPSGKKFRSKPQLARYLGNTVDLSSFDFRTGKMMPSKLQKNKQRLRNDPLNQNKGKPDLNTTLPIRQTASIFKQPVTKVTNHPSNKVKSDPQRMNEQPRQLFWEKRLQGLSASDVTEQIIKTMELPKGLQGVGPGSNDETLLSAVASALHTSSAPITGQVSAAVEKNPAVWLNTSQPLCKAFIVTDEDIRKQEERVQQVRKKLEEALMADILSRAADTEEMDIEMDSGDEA
DAX1 inh-2: DAX1 (NR0B1) inhibitors, primary screen, cell-based, HEK293, Gal4-DAX1, luciferase luminescence | Nuclear receptor subfamily 0 group B member 1 (Homo sapiens), P51843 | HEK293 Gal4-DAX1 luciferase reporter | inhibition, % at 6.75 µM | actives 0.99% (n = 340,000) | AID 504766, 2011;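 active means inhibition above the mean over all tested compounds plus 3 SD, cut at about 4.2% in these data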;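 further: 0% = DAX1-transfected cells with DMSO and 100% = empty-vector control cells with DMSO; inhibition shows as a rise in luminescence from relieved DAX1 repression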
SMARCA2 act: SMARCA2 (BRM) function activators, primary screen, cell-based, luminescence, high throughput. AID 652017, 2013. MG213 cells, MMTV-luciferase reporter, dexamethasone, overnight. activation, % at 9.1 µM. actives 1% (n = 370,000); in the data active means activation above about 7.8%;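 further: 0% = vehicle wells and 100% = reference activator wells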
hcDAF-12 act: H. contortus DAF-12 nuclear receptor activators, primary screen, cell-based, luminescence, HEK293, lit1-tk-luc reporter; HEK293 hcDAF-12 lit1-tk-luc reporter; 0% DMSO, 100% Δ7-dafachronic acid; activation, % at 6.8 µM; actives 1.4% (n = 370,000);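 active means activation above the mean of all tested compounds plus 3 SD, cut at about 5.5% in these data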;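 further: 100% = response to 3 µM Δ7-dafachronic acid high control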
ADAM17 inh: ADAM17 inhibitors, primary screen, biochemical, QFRET; recombinant ADAM17, EDANS/DABCYL FRET peptide cleavage; inhibition, % at 6.95 µM; actives 0.83% (n = 370,000); AID 720648, 2013;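 active means inhibition above the mean of compounds lying between control limits plus 3 SD, set per campaign, cut at about 8.5% in these data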;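 further: 0% = DMSO-only wells as the low control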
Target sequence (P78536 215-824 limits assumed): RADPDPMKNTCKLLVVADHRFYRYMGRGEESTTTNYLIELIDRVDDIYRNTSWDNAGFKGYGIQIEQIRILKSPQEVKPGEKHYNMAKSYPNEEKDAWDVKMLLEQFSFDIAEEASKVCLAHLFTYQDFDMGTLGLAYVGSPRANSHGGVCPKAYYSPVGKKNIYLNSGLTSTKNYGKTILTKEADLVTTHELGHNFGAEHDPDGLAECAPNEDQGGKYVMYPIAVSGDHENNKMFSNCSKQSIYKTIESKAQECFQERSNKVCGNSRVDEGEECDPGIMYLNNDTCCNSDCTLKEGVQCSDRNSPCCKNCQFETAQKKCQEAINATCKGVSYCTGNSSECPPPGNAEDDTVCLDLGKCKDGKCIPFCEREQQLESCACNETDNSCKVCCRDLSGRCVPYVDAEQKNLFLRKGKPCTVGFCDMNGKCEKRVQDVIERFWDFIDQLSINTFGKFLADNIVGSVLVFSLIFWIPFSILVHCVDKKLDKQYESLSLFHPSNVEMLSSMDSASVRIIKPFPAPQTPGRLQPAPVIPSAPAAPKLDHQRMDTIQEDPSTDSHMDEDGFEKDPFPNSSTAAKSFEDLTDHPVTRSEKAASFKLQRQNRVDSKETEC
PLCb3 inh: human PLC-beta3 inhibitors, primary screen, biochemical, fluorescence | 1-phosphatidylinositol 4,5-bisphosphate phosphodiesterase beta-3 (Homo sapiens), Q01970 | Purified PLC-beta3, fluorogenic substrate | inhibition, % at 12.2 µM | actives 0.18% (n = 370,000) | AID 720704, 2013; in the data active means inhibition above about 11%;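 further: 0% = median of compound wells on plate and 100% = full blocker control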
hgDAF-12 ag: H. glycines DAF-12 receptor agonists, primary screen, cell-based, luminescence, HEK293, GAL4 fusion, UAS-luciferase | Nuclear hormone receptor DAF-12 (Heterodera glycines), GAL4 fusion | HEK293 GAL4-hgDAF12 UAS-luciferase reporter, agonist luminescence; normalized to butyrate control | activation, % at 6.8 µM | actives 1.8% (n = 370,000) | AID 687014, 2013;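 active means activation above a cutoff set at the mean of all screened compounds plus 3 SD, cut at about 10% in these data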;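 further: 0% = DMSO wells and 100% = sodium butyrate wells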
PLC-gamma1 inh: PLC-gamma1 enzyme inhibitors, primary screen, biochemical, fluorescence, purified enzyme | 1-phosphatidylinositol 4,5-bisphosphate phosphodiesterase gamma-1 (Homo sapiens), P19174 | fluorogenic substrate | inhibition, % at 12.2 µM | actives 0.84% (n = 370,000); in the data active means inhibition above about 9.5%
Starred values were filed as active, the others as inactive; . = not tested or not shown; & = joins results of further samples. Not all compounds are listed; rates above refer to the full screens.

SMILES	ssDAF-12 act	DAX1 inh-1	Rev-erbA mod	MBD2 inh	DAX1 inh-2	SMARCA2 act	hcDAF-12 act	ADAM17 inh	PLCb3 inh	hgDAF-12 ag	PLC-gamma1 inh
CCCCC(=O)N/N=C/c1c(O)n(CCCC)c(=S)[nH]c1=O	0.0	0.1	1.7	-5.2	3.8	-2.8	0.4	2.6	-6.0	2.5	7.6
CC1(O)C[C@]2(C)N(O)C3CCCC[C@@H]3N2O1 (stereo partly drawn)	-1.4	0.0	2.0	-1.0	-0.1	1.2	-0.6	-3.6	4.5	0.1	-0.8
Cc1ccc2c(c1)CC1(CN2C)C(=O)NC(=O)N(c2ccccc2C)C1=O (stereo not drawn)	-1.1	0.0	-3.9	-1.6	1.7	3.9	1.6	1.4	-1.6	1.5	-0.2
COc1cc(C(=O)O)cc(OC)c1OC	-1.0	0.3	1.3	1.9	8.4*	-2.8	-2.4	-2.1	2.8	1.5	3.0
c1ccc(-c2ccc3c(c2)CNCc2cnnn2-3)cc1	-0.7	1.0	0.0	5.0	.	-0.7	0.3	-3.6	-2.7	-2.2	0.5
Cc1cc(S(N)(=O)=O)ccc1N=Cc1c(O)n(-c2ccccc2)c(=O)[nH]c1=O	0.1	0.1	2.6	7.7	2.9	-0.8	1.1	-3.2	-6.1	-1.7	-2.0
O=c1c2ccccc2[nH]c(=S)n1-c1cccc(C(F)(F)F)c1	-0.8	-1.3	2.0	0.4	1.7	-6.0	-1.2	0.5	-8.5	-1.6	-12.6
C=CCn1c(O)c(C=NCCN2CCOCC2)c(=O)[nH]c1=S	-1.6	-0.1	2.6	-7.1	2.2	-2.3	-0.8	-3.0	-3.0	1.0	3.1
CCOC(=O)c1cccc(C2=C(CNC(=O)c3nccs3)[C@H]3CC[C@@H](C2)N3Cc2ccccc2)c1	-1.4	-0.8	-1.2	0.0	-0.2	-4.3	1.0	3.4	-4.6	0.6	0.5
CCCCN1C(=N)C(CC)(CC)C(=O)NC1=O	-1.6	0.1	0.6	2.4	-1.1	-1.7	-1.0	-0.9	2.8	0.9	1.3
Cc1cc(C)c(-n2c(O)c(/C=N/NC(=O)c3ccncc3)c(=O)[nH]c2=O)c(C)c1	-1.3	1.1	-0.9	-3.6	.	-1.8	-0.7	-2.4	-57.6	-0.7	-34.0
CN1CCN2c3ccccc3CC3(C(=O)N(C)C(=O)N(C)C3=O)C2C1 (stereo not drawn)	-1.1	-0.7	-7.7	-2.8	2.8	-1.3	-1.5	-3.4	-7.1	2.1	3.0
CCCCC(=O)N/N=C/c1c(O)n(CCc2ccc(OC)c(OC)c2)c(=O)[nH]c1=O	-1.1	0.1	-0.3	0.6	-0.8	-2.5	-1.9	-3.1	-1.0	-0.4	-1.3
CN(C)C(=O)CSc1nnc([C@@H](N)Cc2ccccc2)o1	-0.7	0.9	-4.1	0.1	1.4	0.2	-1.6	-6.1	2.5	1.7	-0.4
CCCn1ncc(C(=O)O)c1C	-1.1	0.3	2.0	3.0	2.2	0.2	0.1	-3.5	0.7	-1.1	-0.5
COC(=O)C1=C(c2ccc(F)cc2OCc2ccccc2)C[C@@H]2CC[C@H]1N2C(=O)N1CCCCC1	-1.3	-0.5	1.9	-0.2	0.0	1.2	-1.9	1.1	1.0	0.6	0.7
Cc1ccc(C)c(OCC(=O)N2CCCN(C)CC2)c1	-0.9	-0.6	-4.1	-9.6	0.0	1.1	1.9	0.6	-0.3	0.3	-0.6
CP(=O)(Nc1ccc(Cl)cc1)c1nc2c(s1)CCCC2 (stereo not drawn)	-1.6	-0.1	-8.2	-1.4	-1.6	-0.9	0.8	-4.0	-7.9	-2.9	-1.6
CC1CCCCC12C(=O)NC(=O)NC2=O (stereo not drawn)	-0.6	0.5	1.8	6.3	2.3	5.5	0.2	-0.2	4.1	3.8	1.2
O=C1NC(=O)N(CCNc2ncc(C(F)(F)F)cc2Cl)C(=O)C1Cc1ccc(Cl)cc1 (stereo not drawn)	-0.9	0.5	2.2	-0.1	0.3	-2.5	-0.2	1.6	1.2	1.6	-0.9
O=C(c1cccnc1)c1cc2ccccc2[nH]1	-0.8	1.7	9.9	-2.6	-0.5	-1.6	0.2	4.1	1.1	3.6	2.5
CCOc1ccccc1CNCCc1ccc2c(c1)OCO2	-1.2	0.4	-2.6	-1.0	-0.8	-0.6	-1.8	-2.3	-4.3	-0.6	4.1
COC(=O)C1=C(c2cccc(OC)c2OC)C[C@@H]2CC[C@H]1N2C(=O)N1CCCC1	-1.7	-0.7	1.7	0.5	-0.5	2.7	-1.1	-3.0	1.2	-2.8	0.8
COC(COC(N)=O)C1=C(N2CC2)C(=O)C(C)=C(N2CC2)C1=O (stereo not drawn)	-1.7	-2.7	0.1	-17.1	-0.4	-3.3	-1.3	-6.0	-35.0	-2.6	-25.2
Cc1cc(OC(C)C(=O)NCc2ccncc2)c2c3c(c(=O)oc2c1)CCC3 (stereo not drawn)	-1.1	-1.2	-0.7	-3.1	-0.6	-1.8	-2.0	-56.6	-78.1	2.9	-44.8
Cc1cccc(OP(=O)(Oc2cccc(C)c2)OC(c2ccccc2)C(F)(F)F)c1 (stereo not drawn)	-1.5	-0.3	4.3	0.7	0.1	-3.9	-1.6	2.9	3.4	1.3	3.4
Cc1cccc(N2C(=O)/C(=C/c3ccc(N4CCN(C)CC4)o3)C(=O)NC2=S)c1C	-0.9	-0.2	-5.9	-4.5	1.6	-3.2	-0.9	-2.0	-19.9	-0.1	-17.8
O=c1[nH]c(=S)n(CCC2=CCCCC2)c(O)c1/C=N/Nc1ccccc1	-0.7	-0.5	-2.9	-0.5	-1.6	-4.3	-0.8	-4.5	-8.4	1.4	-2.6
CC1(C(O)(C#CCN2CCCCC2)c2ccccc2)CCCC1 (stereo not drawn)	-1.7	-0.6	5.5	2.1	-0.9	-2.5	-0.5	3.5	-2.4	1.3	1.3
CS(=O)(=O)c1ccc(C2=C(CNC(=O)c3ccncc3)[C@H]3CC[C@@H](C2)N3CCOc2ccccc2)cc1	-0.6	-0.2	-2.6	3.6	2.0	-2.0	-1.0	-1.7	-1.4	-0.7	1.7
Cc1ccc(OP(=O)(O)Oc2ccc(C)cc2)cc1	-0.7	0.0	-2.8	1.9	1.6	0.0	-1.2	-6.0	-2.1	2.6	-1.4
COC(=O)c1ccc(N=C(c2ccccc2)c2c(O)n(C)c(=O)n(C)c2=O)cc1	-2.2	-0.1	-4.8	1.4	1.9	1.1	-0.6	-6.8	8.9	1.2	2.2
COc1ccc(N2CC2c2ccncc2)cc1 (stereo not drawn)	-1.4	0.2	2.0	-1.6	3.2	1.1	-0.1	-0.2	3.7	1.9	4.2
C[C@]12CCC(=O)C=C1C=CC1C2CC[C@]2(C)C(=O)CCC12 (stereo partly drawn)	-0.9	-1.1	0.2	-3.2	0.4	-4.0	-2.7	-1.3	-6.4	-0.3	-3.2
COc1cc(OC)cc(C2(C#N)CCN(C)CC2)c1	-1.6	0.2	-5.9	-0.3	0.5	5.4	0.2	-3.4	-2.7	0.0	0.6
CC1(C)C2([N+](=O)[O-])CN3CC1([N+](=O)[O-])CN(C2)C3c1cccnc1 (stereo not drawn)	-1.1	0.1	-2.1	-0.4	2.2	-3.2	0.3	-1.1	-3.7	0.2	1.9
Cc1nc2cc(C(=O)N3CCC4(CC3)OCCO4)ccc2n1-c1cccc(F)c1	-1.0	0.0	3.4	2.0	-1.4	0.9	-1.4	-3.7	-1.5	-0.6	-0.1
NP(=O)(OCCCCc1ccccc1)Oc1ccccc1Cl (stereo not drawn)	-0.5	-0.3	3.8	0.5	-0.2	1.0	-0.2	-2.5	-0.4	1.4	-3.1
CC1=CC2OC3CC4OC(=O)C=CC=CC(=O)OCCC(C)C(O)C(=O)OCC2(CC1)C4(C)C31CO1 (stereo not drawn)	-2.8	-9.7	-1.4	5.0	-6.8	-10.8	-5.2	-4.3	-8.8	-14.7	1.5
CCCC(=O)NC1=C(N2CC2)C(=O)C(NC(=O)CCC)=C(N2CC2)C1=O	-1.4	-1.2	1.9	-15.0	-0.9	-5.0	1.2	-7.7	0.2	-3.6	5.2
CC(Cc1ccccc1)NC(=O)CCCCC(=O)NC(C)Cc1ccccc1 (stereo not drawn)	-2.0	0.4	-1.0	1.2	-1.6	-0.4	-2.0	0.8	-4.9	-3.2	4.7
Cc1cc(O)ccc1Cl	-1.3	-0.4	5.0&1.7	3.6	.	-1.0	-0.1	-6.9	-0.3	-0.5	-1.2
Cc1c(Cl)cccc1N1C(=O)NC(=O)/C(=C\c2cc(C)n(-c3cccc(C(=O)O)c3C)c2C)C1=O	-0.5	-0.1	-3.7	5.5	0.5	-1.0	-0.9	-17.6	-114.8	3.6	-100.9
Cc1ccc(C(=O)NCCN2CCC3(CC2)C(=O)NCN3c2ccccc2)cc1	-0.2	1.7	0.5	-3.4	.	-1.8	-0.5	3.2	10.1	1.3	2.3
COC(=O)C1=C(c2ccc(OC(F)(F)F)cc2)C[C@@H]2CC[C@H]1N2C(=O)NCCOc1ccccc1	-1.7	-1.2	-6.5	5.3	0.0	-2.0	-3.2	3.5	-2.3	-3.0	-3.7
CN1[C@@H]2CC[C@H]1CC(OC1c3ccccc3CCc3ccccc31)C2 (stereo partly drawn)	-1.4	-0.5	13.6	-3.9	-0.8	-4.0	-1.2	-5.8	-1.5	-0.8	1.3
O=C(NCc1cccnc1)Nc1ccc([N+](=O)[O-])cc1	-0.9	-3.4	0.8	5.4	0.2	-3.1	-1.7	0.8	-3.8	1.7	5.7
O=c1c2ccccc2[nH]c(=S)n1-c1cccc(Cl)c1	-0.8	-1.4	17.9	-0.1	-0.7	-5.6	-1.1	-3.5	-54.9	-3.6	-40.7
